HIV RNase H inh: inhibitors of HIV-1 reverse transcriptase RNase H. P04585. RT-RNase H RNA/DNA duplex cleavage, fluorescence. inhibition, % at 10 µM. actives 1.9% (n = 65,000); in the data active = inhibition above about 50%
RmlCD inh mix: inhibitors of RmlC and RmlD coupled enzymes | RmlC/RmlD coupled enzyme inhibition, 384-well mixture HTS | inhibition, % at 5.5 µM | actives 0.39% (n = 110,000); in the data active = inhibition above about 30%, passing the limit was not always enough; also: strong numbers were not always called active
The depositor's hits bear a star; nt = no result given. Some of the compounds tested; rates above refer to the full screens.

Value order – HIV RNase H inh	RmlCD inh mix
1: C#C[C@]1(O)CC[C@H]2[C@@H]3CCC4=CC(=O)CC[C@@H]4[C@H]3CC[C@@]21CC
→ nt	0.9
2: CCOC(=O)Nc1ccc2c(c1)N(C(=O)CCN1CCOCC1)c1ccccc1S2
→ -7.9	3.0
3: Cc1cc(O)c2c(c1)C(=O)c1cccc(O)c1C2=O
→ nt	-2.8
4: CC1(C)Oc2ccc(C#N)cc2[C@@H](N2CCCC2=O)[C@@H]1O
→ nt	-19.3
5: O=C(c1ccccc1)c1ccc2n1CCC2C(=O)O (stereo not drawn)
→ -8.0	-7.1
6: C[C@H]1c2cccc(O)c2C(O)=C2C(=O)[C@]3(O)C(O)=C(C(N)=O)C(=O)[C@@H](N(C)C)[C@@H]3[C@@H](O)[C@@H]21
→ nt	10.7
7: COc1cc(C)nc(-n2nc(C)cc2OC)n1
→ nt	57.1
8: COc1cc2c(c(OC)c1OC)-c1c(cc(OC)c(OC)c1OC)C[C@H](C)[C@H](C)C2
→ nt	4.7
9: COc1cc(C(=O)NCCCCCC(=O)O)cc(OC)c1OC
→ -7.2	-9.7
10: Oc1cc2c(cc1O)C1c3ccc(O)c(O)c3OCC1(O)C2 (stereo not drawn)
→ nt	-8.6
11: C[C@]12CC[C@H]3C(=CCc4cc(O)ccc43)[C@@H]1CCC2=O
→ nt	2.6
12: Cc1ccsc1/C=C/C1=NCCCN1C
→ nt	-14.7
13: C/C=C(/C)C(=O)O[C@@H]1c2cc3c(c4c2[C@@]2(CO4)C(=O)C(OC)=C(OC)C=C2C[C@@H](C)[C@H]1C)OCO3
→ nt	-2.4
14: CCN(CC)CCOC(=O)C(c1ccccc1)c1ccccc1
→ 1.8	2.3
15: COc1ccc(Sc2ccc(NC(=O)c3ccccc3Cl)cc2C#N)cc1
→ nt	13.9

Next section (five carried over from the part before).
Value order – HIV RNase H inh	RmlCD inh mix
11: C[C@]12CC[C@H]3C(=CCc4cc(O)ccc43)[C@@H]1CCC2=O
→ nt	2.6
12: Cc1ccsc1/C=C/C1=NCCCN1C
→ nt	-14.7
13: C/C=C(/C)C(=O)O[C@@H]1c2cc3c(c4c2[C@@]2(CO4)C(=O)C(OC)=C(OC)C=C2C[C@@H](C)[C@H]1C)OCO3
→ nt	-2.4
14: CCN(CC)CCOC(=O)C(c1ccccc1)c1ccccc1
→ 1.8	2.3
15: COc1ccc(Sc2ccc(NC(=O)c3ccccc3Cl)cc2C#N)cc1
→ nt	13.9
16: CN(CCOc1ccc(NS(C)(=O)=O)cc1)CCc1ccc(NS(C)(=O)=O)cc1
→ nt	-13.4
17: CC(C)(C(=O)c1cccnc1)c1cccnc1
→ nt	-1.1
18: O=C1CCc2cc(OCCCCc3nnnn3C3CCCCC3)ccc2N1
→ -39.9	-1.6
19: CCCc1cc(C(N)=S)ccn1
→ 0.9	8.6
20: O=C(OC1C[C@@H]2CC3C[C@H](C1)N2CC3=O)c1c[nH]c2ccccc12 (stereo partly drawn)
→ nt	-14.9
21: CCCN(CCC)C(=O)C(CCC(=O)O)NC(=O)c1ccccc1 (stereo not drawn)
→ -1.3	12.4
22: CN(C)CCOC(=O)C(c1ccccc1)C1(O)CCCC1 (stereo not drawn)
→ -7.6	-12.3
23: CC(=O)O[C@@]12CO[C@@H]1C[C@H](O)[C@@]1(C)C(=O)[C@H](O)C3=C(C)[C@@H](OC(=O)[C@H](O)[C@@H](NC(=O)OC(C)(C)C)c4ccccc4)C[C@](O)([C@@H](OC(=O)c4ccccc4)[C@H]21)C3(C)C
→ -3.4	-13.8
24: COc1cc(NC(=O)c2cc(C3CC3)on2)c(OC)cc1Cl
→ nt	5.6
25: COc1ccc(S(=O)(=O)Nc2nnc(CC(C)C)s2)cc1
→ nt	-12.4
26: OCC(O)CN1CCN(c2ccccc2)CC1 (stereo not drawn)
→ -1.3	-10.7
27: CCC12CCCN3CCc4c(n(c5ccccc45)C(O)(C(=O)OC)C1)C32 (stereo not drawn)
→ nt	23.7
28: C[C@@H]1C[C@H]2[C@@H]3C[C@H](F)C4=CC(=O)C(Cl)=C[C@]4(C)[C@@]3(F)[C@@H](O)C[C@]2(C)[C@@]1(O)C(=O)CO
→ nt	-13.3
29: CN(C)CCC[C@@]1(c2ccc(F)cc2)OCc2cc(C#N)ccc21
→ nt	-3.7
30: CCCCOC(=O)c1ccc(N)cc1
→ nt	12.1

Single values from the results shown:
Under RmlCD inh mix, CN(CCOc1ccc(NS(C)(=O)=O)cc1)CCc1ccc(NS(C)(=O)=O)cc1 reads -13.4
Under RmlCD inh mix, CC(C)(C(=O)c1cccnc1)c1cccnc1 reads -1.1
Under RmlCD inh mix, CN(C)CCC[C@@]1(c2ccc(F)cc2)OCc2cc(C#N)ccc21 reads -3.7
Under RmlCD inh mix, CN(C)CCOC(=O)C(c1ccccc1)C1(O)CCCC1 (stereo not drawn) reads -12.3

The listing continues:
Value order – HIV RNase H inh	RmlCD inh mix
31: O=C(NCCN1CCOCC1)c1ccc(Cl)cc1
→ -4.5	8.1
32: O=C(O)CCCCCCCC(=O)O
→ nt	6.7
33: Cc1oncc1C(=O)Nc1ccc(C(F)(F)F)cc1
→ -16.2	-9.5
34: CCN1CC(CCN2CCOCC2)C(c2ccccc2)(c2ccccc2)C1=O (stereo not drawn)
→ nt	-10.5
35: CN1CCN(c2c(F)cc3c(=O)c(C(=O)O)cn4c3c2SCC4)CC1
→ 1.6	-2.3
36: CN1CCC(=C2c3ccccc3CC(=O)c3sccc32)CC1
→ -7.8	7.9

Three entries from above, arranged by SMILES length, high to low:
Value order – HIV RNase H inh	RmlCD inh mix
34: CCN1CC(CCN2CCOCC2)C(c2ccccc2)(c2ccccc2)C1=O (stereo not drawn)
→ nt	-10.5
33: Cc1oncc1C(=O)Nc1ccc(C(F)(F)F)cc1
→ -16.2	-9.5
31: O=C(NCCN1CCOCC1)c1ccc(Cl)cc1
→ -4.5	8.1
